Assay outcomes deposited in PubChem by The Scripps Research Institute Molecular Screening Center.
GPR151 activ = activators of human GPR151, primary screen, cell-based, PathHunter beta-arrestin, luminescence | G-protein coupled receptor 151 (Homo sapiens), Q8TDV0 | PathHunter beta-arrestin GPR151 cells | activation, % at 11.2 µM | hit rate 1% among 650,000 | AID 1508602, 2020; in the data active = activation above about 4.9%;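 note: 0% = median of compound wells and 100% = cells with positive control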
Target sequence (Q8TDV0 whole entry, looked up): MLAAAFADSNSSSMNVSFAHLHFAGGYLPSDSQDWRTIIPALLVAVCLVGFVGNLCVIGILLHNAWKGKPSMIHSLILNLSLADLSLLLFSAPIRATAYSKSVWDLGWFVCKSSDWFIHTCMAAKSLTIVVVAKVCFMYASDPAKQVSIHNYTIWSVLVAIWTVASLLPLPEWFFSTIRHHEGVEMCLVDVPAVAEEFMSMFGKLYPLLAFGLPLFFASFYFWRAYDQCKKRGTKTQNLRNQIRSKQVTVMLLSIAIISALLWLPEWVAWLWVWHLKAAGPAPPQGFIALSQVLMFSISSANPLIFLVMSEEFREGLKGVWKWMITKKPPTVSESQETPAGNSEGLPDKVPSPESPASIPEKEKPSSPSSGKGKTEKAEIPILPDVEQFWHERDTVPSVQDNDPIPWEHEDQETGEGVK
MITF primary = MITF inhibitors, primary screen, biochemical, AlphaScreen, human. inhibition, % at 2.6 µM. AID 1259374, 2018. Microphthalmia-associated transcription factor (Homo sapiens), O75030. hit rate 0.91% among 650,000. AlphaScreen MITF homodimerization, bead proximity signal; in the data active = inhibition above about 50%;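 note: 0% = vehicle wells with protein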
Target sequence (O75030 whole entry, looked up): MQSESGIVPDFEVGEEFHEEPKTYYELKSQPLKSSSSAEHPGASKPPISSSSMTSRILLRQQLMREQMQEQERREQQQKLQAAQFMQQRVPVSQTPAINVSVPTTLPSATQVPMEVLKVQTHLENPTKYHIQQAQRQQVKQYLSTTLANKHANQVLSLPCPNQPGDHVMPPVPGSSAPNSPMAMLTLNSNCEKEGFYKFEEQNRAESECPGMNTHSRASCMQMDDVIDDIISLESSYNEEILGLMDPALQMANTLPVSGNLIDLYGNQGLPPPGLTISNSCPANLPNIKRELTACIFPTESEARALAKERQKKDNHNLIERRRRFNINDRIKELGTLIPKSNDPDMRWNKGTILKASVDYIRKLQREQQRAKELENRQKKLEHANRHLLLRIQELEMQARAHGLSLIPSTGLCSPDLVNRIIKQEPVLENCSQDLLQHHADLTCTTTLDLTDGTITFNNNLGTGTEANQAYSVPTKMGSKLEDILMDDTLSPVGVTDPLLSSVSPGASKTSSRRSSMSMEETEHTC
FBW7 activator = FBW7 E3 ligase activators, primary screen, biochemical, AlphaScreen, human; F-box/WD repeat-containing protein 7 (Homo sapiens), Q969H0; AlphaScreen FBW7–phospho-cyclin E peptide binding, activator screen; normalized activity (activation), % at 26.1 µM; hit rate 0.13% among 650,000; AID 1259310, 2017; in the data active = normalized activity above about 1.9%;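 note: purified mutant Fbw7 with reduced substrate affinity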
TEAD-YAP block = TEAD-YAP interaction inhibition, primary screen, TEAD-YAP interaction inhibitor project, luminescence, HEK-TIYL cells. hit rate 1.4% among 640,000. inhibition, % at 9.12 µM. TEAD-Gal4/YAP UAS-luciferase luminescence; in the data active = inhibition above about 32%;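 note: 0% = median of test compound wells and 100% = reference inhibitor wells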
An asterisk follows results filed as active. Outcome played no part in choosing rows; about 3.5% have a hit in one of these screens.

Results follow in this order: GPR151 activ, MITF primary, FBW7 activator, TEAD-YAP block
- Cc1nc2cc(F)ccc2n1C1CCN(C(=O)NC23CC4CC(CC(C4)C2)C3)CC1
    -0.5, 10.9, 0.1, 0.2
- O=C1NC(=S)N(c2ccccc2)C(=O)/C1=C\C=C\c1ccccc1[N+](=O)[O-]
    -1.6, 15.1, -0.1, -1.2
- Cc1nnnn1CC(=O)Nc1ccccc1[N+](=O)[O-]
    -1.3, -6.8, -0.1, 2.3
- COc1ccccc1N1CCN(C2CCCN(Cc3ccc(CO)o3)C2)CC1 (configuration not stated)
    0.7, -8.4, -0.2, 2.1
- Cc1ccc2[nH]c(=O)c(CN(CCO)C(=O)c3ccccc3)cc2c1
    1.5, 0.9, -0.1, 7.6
- CN(C)c1ccc(/C=C2\SC(N3CCOCC3)=NC2=O)cc1
    -1.1, 1.4, -0.1, -15.9
- C=CCSc1nnc(-c2ccccc2N)c(=O)[nH]1
    0.9, -4.4, 0.0, -30.3
- COC(=O)c1ccc(COC(=O)c2ccccc2[N+](=O)[O-])cc1
    -8.6, 13.4, 0.5, -5.3
- Cc1cc(C(=O)N2CCC(C3(CCC(C)C)NC(=O)NC3=O)CC2)c(C)o1 (configuration not stated)
    2.7, 12.3, 0.2, 8.6
- O=C(Cn1nc(-c2ccc3c(c2)OCCO3)ccc1=O)NCc1ccccc1F
    -0.8, -2.6, 0.0, -3.8

(continued)
Results follow in this order: GPR151 activ, MITF primary, FBW7 activator, TEAD-YAP block
- c1ccc2c(Nn3cnnc3)c3ccccc3nc2c1
    1.1, 6.2, -0.1, -19.4
- C=CCn1c(SCC(=O)O)nnc1-c1ccncc1
    0.0, 16.8, 0.1, 6.6
- CCN1CCN(C(=O)CCCSc2ccc(NC(=O)c3ccc(F)cc3)nn2)CC1
    -5.3, -18.9, 0.0, -6.7
- CN(C)C(=O)[C@H](O)CCNC(=O)c1cc(Nc2ccc3[nH]ncc3c2)ccn1
    2.8, 19.3, -0.2, 5.7
- O=C(O)CN(CC(=O)O)C(=O)/C=C/c1ccccc1
    -0.1, 7.4, -0.1, -3.1
- CCC(C)NC(=O)CCS(=O)(=O)c1ccc2c(c1)n(C)c(=O)c(=O)n2C (configuration not stated)
    -1.5, 11.5, -0.1, -1.8
- Cc1ccc(-c2nnc(Nc3ccc(C(=O)N4CCCCC4)cc3)c3ccccc23)cc1S(=O)(=O)N(C)C
    -0.2, 9.5, 0.0, -2.3
- COc1ccccc1CNC(=O)CCn1nc(-c2ccc(C)cc2)ccc1=O
    -0.1, -1.7, -0.2, 10.4
- CN1CCN(c2ccccc2NC(=O)CCNc2c(N3CCCC3)c(=O)c2=O)CC1
    0.0, 1.3, -0.1, 10.9
- CC(C)(C)NC(=O)NC(=O)COC(=O)c1ccc(S(=O)(=O)NCc2ccco2)cc1
    0.1, 32.1, 0.0, 4.8

Later entries
Results follow in this order: GPR151 activ, MITF primary, FBW7 activator, TEAD-YAP block
- CCOC(=O)c1ccccc1NC(=O)c1nn(-c2ccccc2OC)c(=O)c2ccccc12
    -1.1, -4.1, -0.1, -9.1
- COc1ccc2sc(N(Cc3cccnc3)C(=O)c3ccccc3[N+](=O)[O-])nc2c1
    8.6*, -2.8, -0.5, -0.8
- C=CCSc1nnc2c(n1)OC(c1cc3c(cc1Br)OCO3)N(C(C)=O)c1ccccc1-2 (configuration not stated)
    1.2, 5.7, -0.1, 1.4
- Cc1cc(=O)oc2cc(OCC(=O)Nc3nc(-c4ccc(Br)cc4)cs3)ccc12
    1.4, -17.9, -0.2, -11.0
- Cc1cccc(C)c1-n1c(=S)sc2c(=O)n(CCc3ccccc3)c(SCc3ccncc3)nc21
    0.4, -3.7, -0.1, -4.0
- O=C(Nc1cc(C(=O)NC2CCN(Cc3ccccc3)CC2)ccc1N1CC2CC(C1)c1cccc(=O)n1C2)c1ccncc1 (configuration not stated)
    0.4, -4.3, 0.0, -1.2
- CC1(C)CC2CC(C)(CN2C(=O)COC(=O)Cc2n[nH]c(=O)c3ccccc23)C1 (configuration not stated)
    4.3, -1.7, 0.0, -3.3
- CC(C)[C@H](NC(=O)c1ccc(Cl)cc1Cl)C(=O)N[C@@H](CS)C(=O)O
    -2.6, 27.7, 0.1, 0.1
- CS(=O)(=O)N(CC(=O)NCc1ccco1)c1ccc(F)c(Cl)c1
    2.8, 17.6, 0.0, 12.0
- COc1cc(-c2cnn3c(NCCCN4CCOCC4)ccnc23)cc(OC)c1OC
    0.4, 9.5, 0.5, -26.0

Continued.
Results follow in this order: GPR151 activ, MITF primary, FBW7 activator, TEAD-YAP block
- O=C(/C=C/c1cccc([N+](=O)[O-])c1)Nc1ccc(F)cc1
    3.6, 13.5, 0.1, -42.3
- Cc1ccc(C(=O)Nc2ccc3oc(-c4cccnc4)nc3c2)cc1C
    1.1, -0.7, 0.3, -13.8
- Cc1ccc(C2CC(C(F)(F)F)n3nc(C(=O)Nc4ccccc4C(F)(F)F)cc3N2)cc1 (configuration not stated)
    -0.8, -18.2, 0.0, -5.7
- C#CCn1c(=NC(=O)c2cc(=O)c3ccccc3o2)sc2cc(S(N)(=O)=O)ccc21
    3.2, -13.1, -0.3, -9.1
- CC(C)CCn1c(=O)c2ccccc2n2c(CCC(=O)NCc3ccc(F)cc3)nnc12
    -0.6, -10.6, 0.1, -11.5
- COc1ccc(/C(C)=N/N=C(\N)SC2CC(=O)N(c3ccccc3)C2=O)cc1F (configuration not stated)
    2.3, 1.9, -0.1, 8.1
- COc1ccc(-n2nc3c(c2NC(=O)Cc2cccc(C)c2)CS(=O)C3)cc1 (configuration not stated)
    0.0, 0.4, 0.0, 10.0
- COc1cc(=O)n2c(c1C(=O)NCc1nccs1)CCN(Cc1ccccc1F)CC2
    1.4, -7.4, -0.1, 0.8
- O=C(Cn1cnc2ccccc2c1=O)NCCC(=O)Nc1ccc(F)c(Cl)c1
    0.0, 1.9, -0.1, 2.5
- COc1cc2nc(/C=C\c3cccc(C(F)(F)F)c3)n(-c3ccc(C)c(C)c3)c(=O)c2cc1OC
    0.5, -4.6, 0.2, 2.4

14 of the compounds above, as a markdown table:
| Compound | GPR151 activ | MITF primary | FBW7 activator | TEAD-YAP block |
| --- | --- | --- | --- | --- |
| Cc1cc(=O)oc2cc(OCC(=O)Nc3nc(-c4ccc(Br)cc4)cs3)ccc12 | 1.4 | -17.9 | -0.2 | -11.0 |
| Cc1cccc(C)c1-n1c(=S)sc2c(=O)n(CCc3ccccc3)c(SCc3ccncc3)nc21 | 0.4 | -3.7 | -0.1 | -4.0 |
| O=C(Nc1cc(C(=O)NC2CCN(Cc3ccccc3)CC2)ccc1N1CC2CC(C1)c1cccc(=O)n1C2)c1ccncc1 (configuration not stated) | 0.4 | -4.3 | 0.0 | -1.2 |
| CC1(C)CC2CC(C)(CN2C(=O)COC(=O)Cc2n[nH]c(=O)c3ccccc23)C1 (configuration not stated) | 4.3 | -1.7 | 0.0 | -3.3 |
| CC(C)[C@H](NC(=O)c1ccc(Cl)cc1Cl)C(=O)N[C@@H](CS)C(=O)O | -2.6 | 27.7 | 0.1 | 0.1 |
| CS(=O)(=O)N(CC(=O)NCc1ccco1)c1ccc(F)c(Cl)c1 | 2.8 | 17.6 | 0.0 | 12.0 |
| COc1cc(-c2cnn3c(NCCCN4CCOCC4)ccnc23)cc(OC)c1OC | 0.4 | 9.5 | 0.5 | -26.0 |
| O=C(/C=C/c1cccc([N+](=O)[O-])c1)Nc1ccc(F)cc1 | 3.6 | 13.5 | 0.1 | -42.3 |
| Cc1ccc(C(=O)Nc2ccc3oc(-c4cccnc4)nc3c2)cc1C | 1.1 | -0.7 | 0.3 | -13.8 |
| Cc1ccc(C2CC(C(F)(F)F)n3nc(C(=O)Nc4ccccc4C(F)(F)F)cc3N2)cc1 (configuration not stated) | -0.8 | -18.2 | 0.0 | -5.7 |
| C#CCn1c(=NC(=O)c2cc(=O)c3ccccc3o2)sc2cc(S(N)(=O)=O)ccc21 | 3.2 | -13.1 | -0.3 | -9.1 |
| CC(C)CCn1c(=O)c2ccccc2n2c(CCC(=O)NCc3ccc(F)cc3)nnc12 | -0.6 | -10.6 | 0.1 | -11.5 |
| COc1ccc(/C(C)=N/N=C(\N)SC2CC(=O)N(c3ccccc3)C2=O)cc1F (configuration not stated) | 2.3 | 1.9 | -0.1 | 8.1 |
| COc1ccc(-n2nc3c(c2NC(=O)Cc2cccc(C)c2)CS(=O)C3)cc1 (configuration not stated) | 0.0 | 0.4 | 0.0 | 10.0 |

Next records
Results follow in this order: GPR151 activ, MITF primary, FBW7 activator, TEAD-YAP block
- CCC[C@@H]1NC(=O)[C@@H]2C[C@H](NC(=O)c3cc(F)cc(F)c3)CN2C1=O
    -1.4, 5.0, -0.1, 0.1
- CCn1c(SCC(=O)c2ccc(Br)cc2)nc2sc3c(c2c1=O)CCC3
    -0.3, 26.2, 0.3, -5.8
- Cc1n[nH]c(C)c1N=Nc1ccc(Br)cc1
    -2.6, 7.4, 0.0, -2.4
- O=C(NC1CCCCC1)c1ccc(O)c2ccccc12
    -2.3, 1.6, -0.2, -9.8
- COc1ccc(NC(=O)C23CC4CC(C2)CC(n2nnc(C)n2)(C4)C3)cc1
    -0.2, 0.1, 0.4, 1.8
- Cc1cc(Cl)ccc1NS(=O)(=O)c1c(C)[nH]c(=O)[nH]c1=O
    2.4, 11.9, 0.3, -3.3
- COCCNC(=O)C(=O)N/N=C/c1cccc(Br)c1
    0.6, -2.9, -0.1, -4.2
- Cc1ccnn1CCC(=O)NC1(c2ccccc2F)CCCC1
    1.7, -7.9, -0.1, 2.3
- COCCNc1nc2nonc2nc1N1CCCCC1CCc1ccccn1 (configuration not stated)
    0.6, 7.7, 0.1, 6.2
- CCN(Cc1ccccc1)Cn1ncn(C)c1=S
    0.4, -4.4, -0.2, 0.4

(continued)
Results follow in this order: GPR151 activ, MITF primary, FBW7 activator, TEAD-YAP block
- Oc1ccc2nsnc2c1
    0.7, -0.8, 1.5, 3.6
- Cc1ccc(O)c(NC(=O)C2CC(c3ccccc3Cl)=NO2)c1 (configuration not stated)
    -0.7, -8.4, -0.1, 6.3
- CCOc1ccc(S(=O)(=O)NCCc2c(C)[nH]c3ccc(OC)cc23)cc1
    0.7, 4.5, 0.2, -0.7
- Cc1c(NC(=O)C2CC(=O)N(c3ccccc3)C2)c(=O)n(C)n1-c1ccccc1 (configuration not stated)
    0.0, 4.8, 0.2, 4.2
- CC(NC(=O)C1CC1)c1nnc2n1CCN(Cc1ccc(N(C)c3ccccc3)cc1)CC2 (configuration not stated)
    -0.5, -4.1, 0.1, -8.9
- O=C(Nc1ccc2[nH]ncc2c1)[C@@H]1CC[C@H](NC(=O)[C@H](O)c2ccccc2Cl)C1
    0.6, 5.3, 0.7, 16.5
- O=C(COc1ccc(Br)cc1)NCCc1c[nH]c2ccccc12
    0.8, -0.8, -0.4, -0.1
- C=CCS(=O)(=O)N1CCCC(N(C)CCc2ccc(OC)c(OC)c2)C1 (configuration not stated)
    0.6, 12.8, 0.1, 3.6
- Cc1cc(N2CCOCC2)c2ccccc2n1
    -0.7, 1.8, 0.0, 3.5
- COc1ccc(CC(NC(=O)c2ccccc2)C(=O)NC(C)C(=O)O)cc1 (configuration not stated)
    -0.7, -3.3, -0.1, -14.1

Following part:
Results follow in this order: GPR151 activ, MITF primary, FBW7 activator, TEAD-YAP block
- O=C(COC(=O)c1ccc(NC(=O)C2CC=CCC2C(=O)O)cc1)c1ccccc1 (configuration not stated)
    -0.8, 1.1, -0.2, -7.0
- Cc1ccc2cc(CN(CCCO)C(c3nnnn3C(C)(C)C)C(C)C)c(=O)[nH]c2c1 (configuration not stated)
    0.3, -3.1, 0.0, -6.6
- N=C1S/C(=C\c2cn[nH]c2-c2ccc(F)cc2)C(=O)N1c1ccc(F)cc1
    1.5, -3.1, 0.0, 3.4
- Cc1cc(C)c(C#N)c(N2CCC(C(N)=O)CC2)n1
    3.4, -8.4, 0.1, -8.5
- COc1cccc(OC)c1C(=O)OCc1ccccc1Cl
    0.5, 9.0, 0.2, 7.5
- CCCCOC(=O)c1ccc(NC(=O)C2CC(=O)N(c3ccc(C)cc3)C2)cc1 (configuration not stated)
    -1.0, -5.1, 0.0, -3.2
- CCCC1CCC(c2ccc(-c3ccc(C#N)cc3)nc2)CC1 (configuration not stated)
    0.9, 10.8, 0.3, -3.4
- CN(C)c1ccc(CN2CCN(c3ncccn3)CC2)cc1
    -1.8, 34.0, -0.1, 2.1
- Cc1sc(NC(=O)C2CCCCC2)c(-c2nc3ccccc3s2)c1C
    0.1, 2.4, -0.1, 2.5
- O=C1/C(=C/c2ccc(-c3ccc(Br)cc3)o2)C=C(c2ccccc2)N1c1ccc(O)cc1
    -0.9, 9.7, 0.1, -4.4

Continuation.
Results follow in this order: GPR151 activ, MITF primary, FBW7 activator, TEAD-YAP block
- C=CCN1CCN(C(c2ccc(OC)cc2)c2nnnn2C(C)(C)C)CC1 (configuration not stated)
    2.5, 2.4, -0.1, -1.6
- Cc1nc(CNCc2ccccc2)cs1
    -0.8, 29.3, -0.1, -1.1
- COC(=O)c1cn(CCOc2ccccc2OC)c2ccccc12
    1.3, 10.3, 0.0, 3.6
- COc1ccc(N=c2scc(-c3ccc(OC)c(OC)c3)n2CCCO)cc1
    -0.4, 19.9, -0.4, 6.0
- Cc1c(-c2ccccc2)cn2ccn3c(C)ccc3c12
    -0.5, 23.2, 0.8, 6.5
